Bioassay records (PubChem BioAssay)
S100A4 inh HTS: inhibitors of human S100A4 binding to myosin IIA peptide. inhibition, % at 10.7 µM. S100A4/TAMRA-MyoIIA peptide fluorescence polarization. AID 652163. hit rate 0.14% among 360,000;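 active = mean inhibition of at least 70% across replicates, with every replicate also reaching that level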
Target sequence (P26447 whole entry, looked up): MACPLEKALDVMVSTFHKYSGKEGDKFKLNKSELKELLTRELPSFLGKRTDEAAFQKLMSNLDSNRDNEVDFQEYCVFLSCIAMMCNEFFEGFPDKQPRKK
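Test system – S100A4 monomer (human) · Compound – single-point compound testing · Schedule – 5 min incubation before reading · Probe or stimulus – TAMRA-labelled myosin IIA heavy-chain peptide probe, 5 nM · Benchmarks – neutral control DMSO, positive control TFP · Medium – Calcium-containing HEPES buffer, pH 7.2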
ERAP1 HTS inh: inhibitors of human ERAP1 aminopeptidase | AID 652197 | inhibition, % at 10.7 µM | recombinant ERAP1, Leu-AMC fluorescence, 60 min | hit rate 0.15% among 340,000 | Q9NZ08;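 active = mean replicate inhibition of at least 30%, or all replicates individually reaching that 30% level; inactive = mean below 30% and not every replicate reaching it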;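 also: 0% = neutral control wells and 100% = L-leucinethiol positive control wells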
Target sequence (Q9NZ08 whole entry, looked up): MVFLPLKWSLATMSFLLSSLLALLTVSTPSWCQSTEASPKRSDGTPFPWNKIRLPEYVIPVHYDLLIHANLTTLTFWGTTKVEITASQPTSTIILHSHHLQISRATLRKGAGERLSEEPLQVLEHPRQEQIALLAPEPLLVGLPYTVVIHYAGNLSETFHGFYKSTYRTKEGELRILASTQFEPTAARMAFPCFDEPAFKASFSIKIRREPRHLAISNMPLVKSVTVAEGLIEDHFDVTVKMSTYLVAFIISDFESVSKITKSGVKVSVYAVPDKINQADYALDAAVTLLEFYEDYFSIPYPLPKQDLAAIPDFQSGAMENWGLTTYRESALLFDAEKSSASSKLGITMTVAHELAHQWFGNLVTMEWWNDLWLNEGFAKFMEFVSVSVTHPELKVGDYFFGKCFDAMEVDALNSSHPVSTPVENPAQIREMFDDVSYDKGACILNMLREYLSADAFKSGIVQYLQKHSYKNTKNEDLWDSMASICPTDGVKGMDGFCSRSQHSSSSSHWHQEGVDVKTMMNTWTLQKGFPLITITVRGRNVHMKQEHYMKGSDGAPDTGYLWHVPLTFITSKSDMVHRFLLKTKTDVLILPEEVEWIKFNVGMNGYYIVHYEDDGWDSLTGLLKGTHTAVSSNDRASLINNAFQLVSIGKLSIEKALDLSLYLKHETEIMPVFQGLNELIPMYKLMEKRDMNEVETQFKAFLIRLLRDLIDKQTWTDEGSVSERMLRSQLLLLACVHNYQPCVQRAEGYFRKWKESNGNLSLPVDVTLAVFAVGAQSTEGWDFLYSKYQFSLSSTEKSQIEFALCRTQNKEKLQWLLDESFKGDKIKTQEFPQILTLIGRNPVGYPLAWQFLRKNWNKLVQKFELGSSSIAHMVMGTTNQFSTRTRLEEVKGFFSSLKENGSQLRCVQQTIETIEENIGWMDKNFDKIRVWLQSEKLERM
EWS-Fli inh: blocks EWS/Fli oncoprotein-driven transcription; inhibition, % at 12.6 µM; A673 NR0B1-luciferase reporter, viability-normalised; hit rate 0.67% among 350,000;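 active = mean inhibition of at least 50% after viability correction, with every replicate also passing that limit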;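 also: firefly luciferase signal divided by Alamar Blue viability fluorescence both relative to DMSO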
LGR2 antag: blocks bursicon-induced cAMP signaling via Drosophila LGR2 | HEK293 LGR2, CRE-luciferase, bursicon-stimulated, 4 h | inhibition, % at 9.99 µM | hit rate 0.35% among 380,000 | AID 720647;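 active = drop in luminescence signal, shown as inhibition above about 50% in the replicate tests, limit read from the data, passing the limit was not always enough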;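 also: agonist challenge used bursicon conditioned medium at about half maximal strength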
PAX8 reporter: lowers PAX8-driven luciferase in RMG-I cells. inhibition, % at 12.6 µM. RMG-I TPO-luciferase reporter, SteadyGlo, 24 h. hit rate 1.2% among 360,000;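 active = mean replicate inhibition at least 60% with every replicate also reaching 60%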;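 also: luciferase light reporting Pax8 driven TPO promoter activity; plate controls were median of neutral control wells for no effect and mitoxantrone controls for full effect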
FN deposition inh: fibronectin deposition inhibition; hit rate 0.086% among 350,000; inhibition, % at 12.6 µM; AH1F fibroblasts, Alexa488-fibronectin deposition fluorescence, overnight;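 active = mean inhibition across replicates of 30% or more, regardless of how many single replicates reach that level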;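 also: positive control wells lacked labelled fibronectin entirely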
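test system = AH1F fibroblasts assembling fluorescent fibronectin matrix | quantity = 10000 AH1F cells per well | buffer or medium = DMEM plus 2% serum, read in PBS | doses = single dose, pinned | incubation = 1 h cell attachment, overnight exposure to compound and label | detection = fluorescence at 485 nm excitation, 525 nm emission | read-out basis = inhibition from reduced deposited-fibronectin fluorescence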
PGC1a acetyl inh: PGC1a acetylation modulation, inhibitor mode; U2OS PGC1a acetylation, AlphaScreen anti-acetyl-lysine; with virally co-expressed GCN5 acetyltransferase; inhibition, % at 15.6 µM; hit rate 0.17% among 350,000; AID 651687;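 active = every replicate shows inhibition of at least 40%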;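 also: 0% = neutral control wells and 100% = positive control wells; some results beyond the cut were filed as inactive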
PglD inh: inhibitors of Campylobacter jejuni PglD acetyltransferase; purified PglD enzyme, DTNB colorimetric CoA detection; inhibition, % at 12.5 µM; hit rate 0.098% among 360,000; AID 602405; in the data active = inhibition above about 16%, passing the limit was not always enough; also: strong numbers were not always called active
* hit, by the source's call; / = no result given.

Values run as follows: S100A4 inh HTS, ERAP1 HTS inh, EWS-Fli inh, LGR2 antag, PAX8 reporter, FN deposition inh, PGC1a acetyl inh, PglD inh
> O=C(c1ccncc1)N1CCCCN2[C@H](CO)[C@H](c3ccc(-c4ccccc4)cc3)[C@H]2C1
 : 6, 2, -8, -2, 5, /, 1, 0
> OC(c1cc(F)cc(Cl)c1)c1ncc(-c2ccccc2C(F)(F)F)[nH]1 (centres undefined)
 : -3, -1, 14, -4, 1, -2, /, -3
> CCC1CCCCN1C(=O)c1ccc(OC)c(OC2CCN(C(C)=O)CC2)c1 (centres undefined)
 : 0, -5, 1, 1, 21, 6, -6, -3
> CSCC(C)N1CCC(n2nccc2NC(=O)CCc2ccccc2)CC1 (centres undefined)
 : -1, 5, 4, -13, -45, -1, 2, 1
> N#C[C@@H]1[C@@H](c2ccccc2-c2ccccc2)[C@@H](CO)N1C(=O)NC1CCCCC1
 : 3, -2, -9, 2, /, -6, /, /
> COc1ccc(S(=O)(=O)N(C)C[C@H]2Oc3ccc(NS(=O)(=O)c4ccccc4)cc3C(=O)N([C@@H](C)CO)C[C@@H]2C)cc1
 : /, /, 0, -9, -9, /, 4, 0
> O=C(O)CCNS(=O)(=O)c1ccccc1C(F)(F)F
 : -6, 0, 6, -4, 17, /, /, /
> O=C(Nc1cccc(F)c1)N1CCCCN2[C@@H](CO)[C@H](c3ccc(C#Cc4ccccc4)cc3)[C@@H]2C1
 : 8, -5, 16, -1, 94*, /, 11, 0
> Cc1ccc(Cl)cc1NC(=O)CN1C(=O)COc2ccc(S(=O)(=O)N3CCOCC3)cc21
 : 0, 0, /, 13, 1, 0, -12, /
> CCC(C)NC(=O)c1ccc2nc(Cc3ccc(OC)cc3)oc2c1 (centres undefined)
 : 0, -2, 0, -6, -14, 4, -9, -8
> CC1=C(c2ccccc2)CCC1=O
 : -4, /, 1, -8, -14, 10, -2, 2
> CO[C@H]1CN(C)C(=O)c2ccc(NC(=O)Nc3cc(F)ccc3F)cc2OC[C@H](C)N(C(=O)c2ccccn2)C[C@H]1C
 : -38, -2, 2, -19, -7, -5, 7, -5
> COCC#Cc1ccc([C@H]2[C@H]3CN(C(=O)Nc4ccc(F)cc4)CC(=O)N3[C@H]2CO)cc1
 : -10, 2, -11, -10, -5, /, -3, /
> CCCn1c(N)c(C(=O)CSc2nnc(Cc3cccs3)n2C2CC2)c(=O)[nH]c1=O
 : 3, -1, 5, 4, -14, -3, -5, -1
> O=C1Nc2ccccc2OC1CC(=O)N1CCOCC1 (centres undefined)
 : -2, /, 2, -7, -1, 4, 7, 0
> COc1ccc(C(=O)NCc2nnc(SCC(=O)Nc3ccccc3OC)o2)cc1
 : 2, -4, /, 4, -6, 6, 0, -2
> COCC(=O)N1[C@@H](CO)[C@H](c2ccccc2)C12CN(C(=O)NC1CCCC1)C2
 : 13, -3, /, 6, /, -1, /, /
> CC1(CCc2ccccc2)NC(=O)N(CC(=O)Nc2ccccc2)C1=O (centres undefined)
 : 2, /, -21, -14, -39, -2, 3, /
> COCC(=O)Nc1ccc2c(c1)C(=O)N(C)C[C@H](OC)[C@@H](C)CN(C(=O)Cc1cccnc1)[C@H](C)CO2
 : /, /, 8, -13, /, -10, -5, /
> Cc1ccc(-c2c[n+](CC(=O)c3ccc(Br)cc3)c3n2CCCCC3)cc1
 : 4, 1, 48, 47, 98*, 4, 13, /
> CC1CCCC(C)N1C(=O)CSc1nnc(COc2cccc3cccnc23)o1 (centres undefined)
 : 2, -4, 2, -18, 10, 3, -7, /
> FC(F)(F)c1cc(CCN2CCNC[C@@H]2Cc2ccccc2)cc(C(F)(F)F)c1
 : 1, 0, 8, 32, -10, -2, /, -7
> COc1ccc(N(C)S(=O)(=O)c2cccc(C(=O)OCC(=O)NCc3ccccc3OC)c2)cc1
 : -11, -5, 10, -7, 5, 0, -4, 3
> O=C(CSc1nc2ccccc2c(=O)n1-c1ccccc1)NCC1CCCO1 (centres undefined)
 : -7, 82*, /, 16, 4, 2, 15, -3
> Cc1c(/C=C2\NC(=O)NC2=O)c2ccccc2n1C
 : -2, 8, 12, 4, 30, 0, 2, -2
> CCOC(=O)c1c(C2COc3ccccc3O2)csc1NC(=O)c1ccccc1 (centres undefined)
 : /, /, /, /, -15, 3, -2, 2
> COc1ccc(OC)c(C2NC(=O)N(C)C(C)=C2C(=O)OCc2ccccc2)c1 (centres undefined)
 : 4, 1, 5, -10, 13, -9, 17, -4
> Cc1cc(N2CCCCC2)nc2ccc(NC(=O)CCC(=O)NCCC(C)C)cc12
 : /, /, /, /, -119, -6, -11, -4
> Cc1ccc(C(=O)N/C(=C/c2ccc(-c3cccc([N+](=O)[O-])c3)o2)C(=O)NCCCN(C)C)cc1
 : -1, 0, 7, 78*, 1, 22, 33, -2
> COc1ccc(C2/C=C\CN(S(=O)(=O)c3cccs3)CC(=O)N2Cc2ccc(F)cc2)cc1 (centres undefined)
 : -1, 1, 10, -3, 13, -15, -20, -3
> C[C@@H]1CCCCO[C@@H](CN(C)C(=O)C2CCCCC2)[C@H](C)CN([C@@H](C)CO)C(=O)c2cc(NS(=O)(=O)c3cccs3)ccc2O1
 : -2, -8, -8, 2, /, /, -1, 6
> CCC(Oc1ccccc1)C(=O)OCC(=O)N(CC)c1c(N)n(Cc2ccccc2)c(=O)[nH]c1=O (centres undefined)
 : 7, -5, -6, 12, 3, 2, /, -2
> O=C(CCN1CCCCC1)NCC[C@@H]1CC[C@H](NC(=O)C2CCCC2)[C@H](CO)O1
 : 1, 8, -12, 26, -18, /, 10, 0
> CC1(C(=O)Nc2ccccc2Cc2ccccc2)CCN1CCc1ccccc1 (centres undefined)
 : -9, -4, 11, 16, 1, 9, -20, 0
> FC(F)(F)c1nc(-c2ccccc2)ncc1-c1nnnn1-c1ccccc1
 : -3, -1, 1, 35, 27, 12, /, -16
> COc1ccc(C(O)(C2CCCCC2)C(CN2CCOCC2)c2ccccc2)cc1 (centres undefined)
 : 5, 3, 12, 15, 8, -19, /, -2
> CC(C)OC(=O)CSc1nc2cccnc2n1C1CCCCC1
 : /, /, /, /, 0, -2, 3, -7
> CN(C)CCN1CCN(C2CN(Cc3cn(Cc4ccc(F)cc4)nn3)S(=O)(=O)C2)CC1 (centres undefined)
 : 1, /, 5, 7, -27, 1, /, /
> COc1ccc(NC(=O)Nc2ccc3c(c2)C(=O)N([C@H](C)CO)C[C@@H](C)[C@H](CN(C)Cc2ccc(C(=O)O)cc2)OCCCC[C@@H](C)O3)cc1
 : 5, -32, -8, 5, 1, /, -1, -2
> CC(C)Nc1nc(SC(C)C(=O)Nc2ccccc2)nc(N(C)C)n1 (centres undefined)
 : 0, -3, 4, -17, 6, -4, -4, 1
> Cc1ccnc(NC(=O)/C=C/c2ccccc2Cl)c1
 : 4, 1, 28, 25, 14, 0, -14, /
> COc1ccc(S(=O)(=O)Nc2ccc3c(c2)CC(=O)N([C@H](C)CO)C[C@H](C)[C@@H](CN(C)S(=O)(=O)c2cccs2)O3)cc1
 : -12, -4, -9, 8, -4, 12, 0, -3
> CN(C)C(=O)C[C@@H]1CC[C@H]2[C@H](COc3ccc(NC(=O)c4ccc(F)cc4)cc3C(=O)N2C)O1
 : 0, -4, -8, -17, 0, -2, /, -4
> CCOC(=O)Cc1nnc(NC(=O)CSc2nnc3c(n2)[nH]c2ccccc23)s1
 : 5, -1, -7, 17, -11, -3, /, /
> COCCNC(=O)c1cccc2c1-c1ccccc1C2=O
 : -3, 2, 2, -8, -13, 1, -3, 5
> O=S1(=O)CCOC[C@H](CC2CCCCC2)N1Cc1cccc(C(F)(F)F)c1
 : -1, 6, 11, 20, -12, -2, -30, 1
> COc1ccc(CCNCC2C(Oc3ccc(Cl)cc3)C(=O)N2c2ccccc2C)cc1OC (centres undefined)
 : 1, 8, 24, 4, 19, 8, /, /
> O=C(NCc1cccnc1)c1cc(C(=O)NCc2cccnc2)cc([N+](=O)[O-])c1
 : 4, 2, -7, -18, -14, 3, -4, -5
> COCCNc1nc(NC(C)C)nc2ccsc12
 : -8, -3, -1, -1, -19, -1, /, 1
> C[C@H]1CN([C@@H](C)CO)C(=O)c2cc(NC(=O)Cc3cn(C)c4ccccc34)ccc2O[C@@H]1CN(C)Cc1ccc(Cl)c(Cl)c1
 : -12, -1, 13, -13, /, /, 10, -2

Other structures
Values run as follows: S100A4 inh HTS, ERAP1 HTS inh, EWS-Fli inh, LGR2 antag, PAX8 reporter, FN deposition inh, PGC1a acetyl inh, PglD inh
> O=C(NC12CC3CC(CC(C3)C1)C2)c1ccc([N+](=O)[O-])cc1
 : 1, 2, 3, -1, -1, 10, /, -1
> Cn1c(SCC(=O)Nc2ccc(Cl)cn2)nnc1C1CC1
 : -7, 0, /, 12, -14, 9, -16, -2
> CC(O)(C#CCN1CCCCCC1)c1ccccc1 (centres undefined)
 : 2, 3, -3, -6, -6, -4, 3, /
> COCCCN1C(=O)C(CC(=O)NC(c2ccccc2)c2ccccc2)CC(C(=O)N2CCOCC2)=C1C (centres undefined)
 : -2, /, -2, -1, -14, -1, -1, -3
> C[C@H]1CCCCO[C@@H](CN(C)C(=O)Nc2ccc(C(F)(F)F)cc2)[C@@H](C)CN([C@@H](C)CO)C(=O)c2cc(NS(=O)(=O)c3ccc(F)cc3)ccc2O1
 : 7, -2, -7, 5, -21, 0, 1, -1
> COc1ccc(OC)c(NC(=O)N2CCCC(C)C2)c1 (centres undefined)
 : 3, -1, 2, 9, 14, -5, /, -2
> COc1ccccc1NC(=O)COC(=O)/C=C/c1cccs1
 : -2, 1, 0, -7, 0, 1, -1, 1
> N/N=C(/Cc1nc2ccccc2[nH]1)c1ccc([N+](=O)[O-])cc1
 : -3, 4, -71, -106, -177, 1, 7, /
> O=C(C1CCC1)N1CC2(C1)[C@H](c1ccccc1)[C@@H](CO)N2Cc1cccnc1
 : -8, 5, 1, 1, 6, /, -4, /
> COc1ccc(-c2nc3ccc(Br)cn3c2Cc2ccc(C)cc2)cc1OC
 : -12, 2, -33, -24, -53, -3, -5, 5
> CC1CN(c2nc3ccccn3c(=O)c2C=O)CC(C)O1 (centres undefined)
 : -2, 1, 2, -57, -5, /, /, /
> CCS(=O)(=O)N1CCCCN2[C@H](C1)[C@H](c1ccc(-c3ccccc3C)cc1)[C@@H]2CO
 : -25, 1, 0, -16, 20, /, -1, -1
> O=C(c1ccc(Sc2cccc(Cl)c2)c([N+](=O)[O-])c1)N1CCN(c2ccccn2)CC1
 : 2, -1, 3, -12, 2, /, /, /
> Cc1cc(C)c2oc(C(=O)Nc3ccc(S(=O)(=O)N4CCC(C)CC4)cc3)cc(=O)c2c1
 : -31, 9, 20, -7, -1, /, -2, /
> CSc1cccc(NC(=O)COC(=O)C2(c3ccccc3)CC2)c1
 : 3, 5, -9, -5, 1, /, -9, -1
> O=C(Nc1ccc(C(F)(F)F)cc1[N+](=O)[O-])O[C@H]1[C@H](Cc2ccccc2)NS(=O)(=O)[C@H]2C[C@@H]3C=C[C@]12O3
 : 1, 0, -2, 8, -12, 0, -10, 1
> CCOC(=O)c1sc(NC(=O)c2ccc(OC(C)=O)cc2)nc1C
 : 3, 5, -33, /, -56, -4, -3, /

In the list so far, two have bromine:
Values run as follows: S100A4 inh HTS, ERAP1 HTS inh, EWS-Fli inh, LGR2 antag, PAX8 reporter, FN deposition inh, PGC1a acetyl inh, PglD inh
> Cc1ccc(-c2c[n+](CC(=O)c3ccc(Br)cc3)c3n2CCCCC3)cc1
 : 4, 1, 48, 47, 98*, 4, 13, /
> COc1ccc(-c2nc3ccc(Br)cn3c2Cc2ccc(C)cc2)cc1OC
 : -12, 2, -33, -24, -53, -3, -5, 5
